From PubChem
PGC1a acetyl inh: PGC1a acetylation modulation, inhibitor mode | U2OS PGC1a acetylation, AlphaScreen anti-acetyl-lysine; with virally co-expressed GCN5 acetyltransferase | inhibition, % at 15.6 µM | 350,000 tested, 0.17% active | AID 651687;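 active = every replicate shows inhibition of at least 40%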;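 also: 0% = neutral control wells and 100% = positive control wells; some results beyond the cut were filed as inactive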
Cneo AK release: Cryptococcus neoformans lysis via adenylate kinase release; 360,000 tested, 0.2% active; C. neoformans lysis, adenylate kinase release luminescence, 4 h; normalised: neutral wells 0, clomiphene wells 100; AID 651654; lysis activity, % at 15 µM;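 active = mean lysis activity across replicates of at least 80%, whatever share of replicates individually reach that level; inactive = mean lysis activity below 80%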
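Signal: Adenylate kinase release luminescence | Assay system: Log-phase Cryptococcus neoformans yeast cells | Input: Cells at 5 × 10^6 per mL | Buffer or medium: Fresh YPD growth medium | Compound: Single dose | Schedule: Static 4 h at 37 °C with compound, 1 h detection | Controls: Clomiphene | Read-out: Luminescence rise reflecting yeast cell lysis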
Statin myotox sup: protects C2C12 myotubes from simvastatin toxicity; ATP luminescence, 48 h; scaled: DMSO 0, geranylgeraniol control 100; rescue of ATP level, % at 7.49 µM; 330,000 tested, 0.78% active;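 active = mean ATP rescue above about 67%, or every replicate alone reaching that limit, limit read from the data, passing the limit was not always enough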;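 also: myotubes were challenged with 10 µM simvastatin during compound exposure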
The depositor's hits bear a star. Not all compounds are listed; count on the stated rates, not on these rows.

Results follow in this order: PGC1a acetyl inh | Cneo AK release | Statin myotox sup
(1) CC(C)=CCC/C(C)=C/C=N/NC(=O)c1ccccc1[N+](=O)[O-]
  -4 | -5 | 0
(2) COCC(=O)N(Cc1ccc(OC)cc1)Cc1nc2ccccc2c(=O)[nH]1
  9 | 3 | 2
(3) CCCC(=O)c1cn(CC(=O)OC)c2ccccc12
  18 | -1 | 7
(4) Cc1cccc(/N=C/c2c(O)c3ccccc3oc2=O)n1
  4 | 0 | 2
(5) Cc1cc(C)n(CC(=O)N/N=C/c2ccc(C)o2)n1
  -13 | -1 | -4
(6) O=C(c1ccccc1)c1nn(-c2ccccc2)c(=O)cc1C(F)(F)F
  -23 | -2 | 19
(7) CCCC(=O)NCc1ccc2c(c1)cc(C)n2C
  -5 | -2 | -25
(8) O=C1CC(=O)N(Cc2ccco2)C(=O)N1
  -3 | 0 | -5
(9) CCOC(=O)C1CCN(S(=O)(=O)c2ccc3c(c2)CCN3C(=O)C2CCC2)CC1
  -15 | 1 | -5
(10) O=C(NCCC(=O)N1CCN(c2ncccn2)CC1)c1ccccc1Cl
  7 | 1 | 6
(11) CC(=O)Nc1ccc(C(=O)OC2CCCCC2=O)cc1 (centres undefined)
  16 | 0 | -7
(12) COc1ccc(C)cc1S(=O)(=O)N(CC(=O)O)c1ccc(F)cc1
  -5 | 1 | -8
(13) COc1ccc(CNC(=O)CN2C(=O)C(C)N(c3ccc(C)cc3)C2=O)cc1 (centres undefined)
  -3 | -1 | 0
(14) CC(C)=CC(=O)OCC(=O)Nc1ncc(Cl)c(C)c1Cl
  3 | -10 | 0
(15) O=C(CSc1ccsc1[N+](=O)[O-])NCCc1ccc(Cl)cc1
  -68 | -1 | -12
(16) CCCCC(=O)Nc1ccc(Cl)cn1
  5 | -1 | -8
(17) COc1ccccc1-c1nnc(NC(=O)C(C)C)s1
  3 | -1 | 1
(18) Cc1ccc(S(=O)(=O)NCC(c2cccnc2)N(C)C)cc1 (centres undefined)
  -1 | -1 | -14
(19) Cn1c(=O)n(C/C=C/c2ccccc2)c(=O)c2c1nc1n2CCCN1Cc1ccccc1
  1 | -4 | -4
(20) CCOC(=O)c1c(CN2CCCCC2)n(C)c2ccc(OC)c(S(=O)(=O)c3ccccc3)c12
  2 | -3 | -11
(21) C=C(C)CSc1nc2nc(C)c(Br)cc2[nH]1
  -10 | -4 | -27
(22) O=C(NCCCNCc1ccccc1)/C(=N\O)c1ccccc1
  -4 | 1 | 9
(23) CC(=O)Nc1cccc(-c2csc(Nc3cc(C)ccn3)n2)c1
  -32 | -6 | 14
(24) O=C(NCc1nc2ccccc2[nH]1)c1ccco1
  -16 | 7 | -10
(25) CCn1c(CCNC(=O)c2cccs2)nnc1SCC(=O)Nc1ccc(Cl)cc1
  2 | -1 | 28
(26) CCOc1cc(/C=C2/C(=O)N(c3ccccc3)N=C2C)ccc1OC(=O)c1ccco1
  1 | -2 | -4
(27) C/C=C/c1ccccc1OCc1ccc(C(=O)O)o1
  2 | 3 | 0
(28) CC1=NNC(=O)C1C(c1ccccc1)C(C#N)C#N (centres undefined)
  -6 | 1 | -3
(29) Cc1ccc2[nH]c(=O)c(-c3nc4c(C)cccn4c3NCc3ccco3)cc2c1
  7 | -2 | 21
(30) COc1ccc2c(c1)c1c3n2CCN(C)C3=NCC1
  -1 | 41 | -15
(31) CC1CCN(C(=O)c2cc3nc(-c4ccccc4)cc(-c4ccccc4)n3n2)CC1
  6 | 0 | 83*
(32) CN(C)S(=O)(=O)N1CCN(C(=O)N(c2ccccc2)c2ccccc2)CC1
  16 | 2 | -1
(33) CC(C)CCOCC1CC2(CC(C)(c3csc(N)n3)OC2=O)C(=O)O1 (centres undefined)
  9 | 3 | -7
(34) CC(C)CC(NC(=O)OC(C)(C)C)C(=O)NC(C(=O)NC(C)C(N)=O)C(C)C (centres undefined)
  -8 | 5 | 20
(35) COc1cc(OC)cc(C(=O)N[C@H](C(=O)Nc2ccccc2N2CCOCC2)C(C)C)c1
  -14 | -9 | 5
(36) COCCn1c(C)cc(C(=O)COC(=O)CCN2C(=O)c3ccccc3C2=O)c1C
  -4 | 1 | 1
(37) Cn1cc(/C=N/n2cnc3scc(-c4ccccc4)c3c2=O)c2ccccc21
  1 | 1 | -30
(38) COc1cccc(NC2CC(=O)N(CCc3ccccc3)C2=O)c1 (centres undefined)
  8 | 1 | -7
(39) C=CCn1c(=N)n(CC(=O)OCC)c2ccccc21
  -6 | -2 | 30
(40) Cc1cc(C)nc(NCC(O)CNc2ccccc2Cl)n1 (centres undefined)
  6 | 0 | -4
(41) Cc1ccc2sc(-c3ccc(NC(=O)c4cc(-n5cnnc5)ccc4Cl)cc3)nc2c1
  7 | -20 | -10
(42) Cc1nc(NC(=O)c2ccccc2)sc1-c1csc(NCc2ccccc2)n1
  3 | 4 | -25
(43) CNC(=O)CSc1nnc(-c2ccncc2)n1Cc1ccccc1
  -1 | 1 | -2
(44) CCOC(=O)N1CCN(C(=O)c2c(O)c3cccc4c3n(c2=O)CC4)CC1
  7 | 0 | 10
(45) Cc1ccc(S(=O)(=O)NCC(=O)N2CCCC2)cc1
  17 | 0 | -4
(46) CC(=O)Nc1cc(C(=O)OC(C(=O)c2ccccc2)c2ccccc2)ccc1C (centres undefined)
  -3 | 2 | -1
(47) O=C(NCC(c1cccnc1)N1CCOCC1)c1ccc2c(c1)OCO2 (centres undefined)
  16 | -3 | -5
(48) CC(=O)N1CCN(C2=Nc3cccc4cccc2c34)CC1
  1 | -5 | 14
(49) CCCCOc1ncnc2c1[nH]c1ccc(F)cc12
  -21 | 5 | -37
(50) CC(C)C(=O)N(Cc1cc2ccccc2[nH]c1=O)C(C)C
  -8 | 0 | -15
(51) C=CCN(CC=C)C(=O)C1CC(=O)N(c2ccc(Br)cc2)C1 (centres undefined)
  -2 | 1 | -4
(52) Cc1cc(=O)n(C)c(=O)n1CCCCCCN1CCCC1
  5 | 7 | -24
(53) COc1ccc(S(=O)(=O)c2ccc(OC)c(OC)c2)cc1OC
  -4 | 1 | 1
(54) CC(=O)C1=NN(c2ccccc2)C2(S1)S/C(=C\c1ccccc1)C(=O)N2c1ccccc1 (centres undefined)
  3 | -1 | 15
(55) Cc1ccc(Nc2nc(N)nc(CSc3ncccn3)n2)cc1
  -4 | -14 | -7
(56) N#C/C(=C1/CCCCCN1)c1nc2ccccc2[nH]1
  -30 | 2 | 24
(57) Cc1nnc(NC(=O)C2CCCO2)s1 (centres undefined)
  3 | -4 | -10
(58) CN(C)CCCNC(=O)CC(c1ccccc1)c1ccccc1O (centres undefined)
  -3 | 0 | -12
(59) CCC(=O)Nc1cc(NC(=O)CSc2nnc(C(C)C)n2CC)ccc1C
  12 | 1 | 11
(60) CSc1nc(C)cc(OCC#N)n1
  -8 | -4 | -1

The results go on:
Results follow in this order: PGC1a acetyl inh | Cneo AK release | Statin myotox sup
(61) O=C(Nc1ccc(Br)cc1Cl)Nn1cnnc1
  -14 | -2 | -2
(62) N#CCSc1nnc(COc2ccccc2)n1-c1ccccc1
  -6 | -1 | 0
(63) CN(C(=O)C1CCCO1)c1nnc(-c2ccccn2)s1 (centres undefined)
  0 | 1 | -3
(64) O=C(NCc1ccco1)[C@@H]1CCCN1C(=O)c1cccs1
  3 | 2 | -9
(65) CCOc1ccc(C2C(C#N)=C(N)Oc3nc[nH]c(=O)c32)cc1OC (centres undefined)
  2 | 0 | -6
(66) COc1ccc(Cl)cc1S(=O)(=O)N1CCN(Cc2ccc3c(c2)OCO3)CC1
  -1 | -3 | 12
(67) COc1ccc(C(=O)O/N=C/c2c(C(F)(F)F)nn(C)c2SCc2ccccc2Cl)cc1
  6 | 1 | -133
(68) Nc1ncnc2nc(SCCN3CCCCC3)[nH]c12
  -3 | 0 | -2
(69) CCN(CCCn1c(SCC#N)nc2ccccc2c1=O)c1ccccc1
  -19 | 1 | 14
(70) CC(=O)C1C(c2ccccc2)c2c(n[nH]c2C)CC1(C)O (centres undefined)
  -2 | 0 | 0
(71) CC(C)COc1ccc(C(=O)N/C(=C\c2cccc([N+](=O)[O-])c2)C(=O)OC(C)C)cc1
  -13 | 3 | -9
(72) Fc1ccccc1CCNc1nnnn1-c1ccccc1
  1 | 0 | 9
(73) O=C(Nc1ccc2c(c1)oc1ccccc12)C1CC1
  5 | -3 | -27
(74) CC(C)(CNC(=O)c1ccc([N+](=O)[O-])c(Cl)c1)CNC(=O)c1ccc([N+](=O)[O-])c(Cl)c1
  -2 | 4 | -24
(75) N/C(=N\OC(=O)C1CCCCC1)c1cccc(Br)c1
  1 | -2 | 3
(76) O=S(=O)(Nc1ccc(Cc2ccncc2)cc1)c1ccc(Br)s1
  6 | 1 | -11
(77) CCC(=O)Nc1nnc(SCC(=O)N2c3ccccc3CC2C)s1 (centres undefined)
  4 | 0 | 0
(78) Cc1ccc(-c2nc3ncccc3o2)cc1NC(=O)c1ccc([N+](=O)[O-])o1
  -14 | 0 | 233*
(79) CCOc1ccc(N(CC(=O)NCCSc2ccccn2)S(C)(=O)=O)cc1
  -12 | 0 | 1
(80) COc1ccc(C2SCCN2S(=O)(=O)c2ccc(NC(C)=O)cc2)cc1 (centres undefined)
  -1 | 0 | 4
(81) CC(c1ccco1)N(C(=O)COc1ccc(Cl)cc1)c1ccccn1 (centres undefined)
  -11 | -2 | 2
(82) CCc1nc(NCCN2CCOCC2)c(C#N)c2c1CCCC2
  -11 | 0 | -13
(83) COc1ccc(NC(=O)C2OCCc3ccccc32)c(OC)c1 (centres undefined)
  -6 | 4 | -5
(84) COC(=O)c1cc(NC(=O)c2cccc(C(F)(F)F)c2)c(=O)oc1C/C=N/OCc1cccc(Cl)c1Cl
  -9 | 2 | -1
(85) Fc1ccccc1CNc1ccc(Cl)c(Cl)c1
  -19 | -2 | 27
(86) O=[N+]([O-])c1cc(C(F)(F)F)ccc1NCCCCNS(=O)(=O)c1ccc2ccccc2c1
  -6 | 14 | 5
(87) COC(=O)c1oc2ccc(Br)cc2c1NC(=O)c1ccccc1
  -11 | 0 | -8
(88) CC(=O)c1ccc(OCCCC(=O)N2CCN(S(=O)(=O)c3cccs3)CC2)cc1
  5 | -3 | 28
(89) Cc1cccc(-c2noc(CCCC(=O)Nc3cccnc3)n2)c1
  -6 | -3 | -4
(90) CC(C)OC(=O)CSc1nnc(CNc2nc(-c3ccccc3)cs2)n1C
  -3 | -2 | 9
(91) Cc1ccc(CSc2nc3c(c(SCC(=O)O)n2)CCCC3)cc1
  -8 | -1 | 15
(92) COc1ccc(NC(=O)c2ccccc2NC(=O)c2ccco2)c(OC)c1
  -3 | 0 | -4

A different layout for part of the listing above:
No. | SMILES | PGC1a acetyl inh | Cneo AK release | Statin myotox sup
61 | O=C(Nc1ccc(Br)cc1Cl)Nn1cnnc1 | -14 | -2 | -2
62 | N#CCSc1nnc(COc2ccccc2)n1-c1ccccc1 | -6 | -1 | 0

Some of these compounds in order of formula weight, rising:
Results follow in this order: PGC1a acetyl inh | Cneo AK release | Statin myotox sup
(73) O=C(Nc1ccc2c(c1)oc1ccccc12)C1CC1
  5 | -3 | -27
(68) Nc1ncnc2nc(SCCN3CCCCC3)[nH]c12
  -3 | 0 | -2
(70) CC(=O)C1C(c2ccccc2)c2c(n[nH]c2C)CC1(C)O (centres undefined)
  -2 | 0 | 0
(63) CN(C(=O)C1CCCO1)c1nnc(-c2ccccn2)s1 (centres undefined)
  0 | 1 | -3
(64) O=C(NCc1ccco1)[C@@H]1CCCN1C(=O)c1cccs1
  3 | 2 | -9
(83) COc1ccc(NC(=O)C2OCCc3ccccc32)c(OC)c1 (centres undefined)
  -6 | 4 | -5
(82) CCc1nc(NCCN2CCOCC2)c(C#N)c2c1CCCC2
  -11 | 0 | -13
(89) Cc1cccc(-c2noc(CCCC(=O)Nc3cccnc3)n2)c1
  -6 | -3 | -4
(75) N/C(=N\OC(=O)C1CCCCC1)c1cccc(Br)c1
  1 | -2 | 3
(81) CC(c1ccco1)N(C(=O)COc1ccc(Cl)cc1)c1ccccn1 (centres undefined)
  -11 | -2 | 2
(91) Cc1ccc(CSc2nc3c(c(SCC(=O)O)n2)CCCC3)cc1
  -8 | -1 | 15
(92) COc1ccc(NC(=O)c2ccccc2NC(=O)c2ccco2)c(OC)c1
  -3 | 0 | -4
(69) CCN(CCCn1c(SCC#N)nc2ccccc2c1=O)c1ccccc1
  -19 | 1 | 14
(80) COc1ccc(C2SCCN2S(=O)(=O)c2ccc(NC(C)=O)cc2)cc1 (centres undefined)
  -1 | 0 | 4
(90) CC(C)OC(=O)CSc1nnc(CNc2nc(-c3ccccc3)cs2)n1C
  -3 | -2 | 9
(76) O=S(=O)(Nc1ccc(Cc2ccncc2)cc1)c1ccc(Br)s1
  6 | 1 | -11
(79) CCOc1ccc(N(CC(=O)NCCSc2ccccn2)S(C)(=O)=O)cc1
  -12 | 0 | 1
(66) COc1ccc(Cl)cc1S(=O)(=O)N1CCN(Cc2ccc3c(c2)OCO3)CC1
  -1 | -3 | 12
(71) CC(C)COc1ccc(C(=O)N/C(=C\c2cccc([N+](=O)[O-])c2)C(=O)OC(C)C)cc1
  -13 | 3 | -9
(88) CC(=O)c1ccc(OCCCC(=O)N2CCN(S(=O)(=O)c3cccs3)CC2)cc1
  5 | -3 | 28
(74) CC(C)(CNC(=O)c1ccc([N+](=O)[O-])c(Cl)c1)CNC(=O)c1ccc([N+](=O)[O-])c(Cl)c1
  -2 | 4 | -24
(84) COC(=O)c1cc(NC(=O)c2cccc(C(F)(F)F)c2)c(=O)oc1C/C=N/OCc1cccc(Cl)c1Cl
  -9 | 2 | -1
